UTI89 phage lysis: inhibition of K1F phage lysis, E. coli UTI89, bacterial capsule biogenesis inhibitors, alamar blue (AID 488966); E. coli UTI89 K1F phage lysis, alamar blue, 2 h; higher % means a stronger effect; one-dose inhibition, % at 100 µM; IC50 in µM for titrated hits; 340,000 compounds, 0.02% hits;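 active means phage lysis inhibition, versus mean bacterial control, above a set limit; inconclusive means no clear call, values can overlap the other calls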;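 further: capsule biogenesis inhibitors block K1F phage lysis so surviving cells raise fluorescence; higher fluorescence means more inhibition of phage lysis; actives were called in the ten point dose series up to 300 µM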
AID2073: disruptors of CaV2.2 binding to Mint1 – biochemical, HTRF (AID 2073); HTRF protein-protein interaction, Mint1-CaV2.2; higher % means a stronger effect; inhibition, % at 20 µM, or IC50 in µM where a hit was titrated; 290,000 compounds, 0.19% hits; in the data active means inhibition mostly above about 51%, no sharp cut-off; inconclusive means no clear call, values can overlap the other calls; inactive means mostly below about 53%; further: some results filed as inactive read as strong as hits
RSV CPE inhibition: inhibition of RSV-induced cytopathic effect – HEp-2 cells, primary 10 µM value included (AID 2391). HEp-2 cells, RSV-induced CPE inhibition; higher % means a stronger effect. CPE inhibition, % at 10 µM; hits with a dose series show IC50 in µM. 310,000 compounds, 0.13% hits; in the data active means a potency from the dose series; inconclusive means CPE inhibition mostly from about 23% at the one dose, without a potency; inactive means the rest, 99 in 100 with CPE inhibition below about 21%; further: strong numbers were not always called active
MgcRacGAP inhibition: MgcRacGAP GTPase-activating activity inhibitors, confirmation, biochemical, ADP Hunter fluorescence; MgcRacGAP-stimulated Rac1 GTP hydrolysis, ADP Hunter fluorescence; higher % means a stronger effect; GST-tagged Rac1 F28L mutant substrate; one-dose inhibition, % at 30 µM; IC50 in µM for titrated hits; 340,000 compounds, 0.6% hits;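 active means first-screen hits whose inhibition reached a set limit at any dose in the follow-up dose series; inconclusive means inhibition above the set first-screen limit but never retested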;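 further: fluorescence reports GDP produced by GAP-driven GTP hydrolysis; strong numbers were not always called active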
Large T inhibition: TAg ATPase/helicase activity blockers – biochemical (AID 1903); SV40 large T antigen ATPase/helicase inhibition assay; higher % means a stronger effect; one-dose inhibition, % at 20 µM; IC50 in µM for titrated hits; 310,000 compounds, 0.39% hits; in the data active means a potency from the dose series; inconclusive means inhibition mostly from about 32% at the one dose, without a potency; inactive means the rest, 99 in 100 with inhibition below about 32%; further: strong numbers were not always called active
Siah-1 displacement: Siah-1 peptide-binding antagonists, primary screen, biochemical, fluorescence polarization, rhodamine-plectin, uHTS (AID 1817). Siah-1 / rhodamine-plectin peptide fluorescence polarization; higher % means a stronger effect. one-dose displacement, % at 20 µM; IC50 in µM for titrated hits. 290,000 compounds, 0.02% hits;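 active means displacement of at least 50% at 20 µM, with a fluorescence ratio check between 0.3 and a set limit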;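 further: plate controls were Siah plus tracer with DMSO for no effect and tracer alone without Siah for full effect; strong numbers were not always called active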
West Nile antiviral: West Nile virus antiviral activity, cell-based, CPE readout (AID 1621); West Nile virus-infected cells, CPE inhibition; higher % means a stronger effect; CPE inhibition, % at 10 µM; hits with a dose series show IC50 in µM; 290,000 compounds, 0.02% hits; in the data active means a potency from the dose series; inconclusive means CPE inhibition mostly from about 3.7% at the one dose, without a potency; inactive means the rest, 99 in 100 with CPE inhibition below about 2.2%; further: strong numbers were not always called active
NTR1 agonist: agonists of NTR1, primary screen, imaging, U2OS cells, beta-arrestin-GFP, high content (AID 493036); P30989; NTR1-U2OS beta-arrestin-GFP spot imaging, agonist mode; activation, % at 20 µM; 330,000 compounds, 0.17% hits;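 active means activation at or above 40% of the spot to cytoplasm intensity ratio, with at least 20 cells analyzed; inconclusive means wells under 20 cells, flagged as cytotoxic or low count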;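 further: 0% = DMSO without peptide and 100% = 100 nM NTR1 peptide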
Target sequence (P30989 whole entry, looked up): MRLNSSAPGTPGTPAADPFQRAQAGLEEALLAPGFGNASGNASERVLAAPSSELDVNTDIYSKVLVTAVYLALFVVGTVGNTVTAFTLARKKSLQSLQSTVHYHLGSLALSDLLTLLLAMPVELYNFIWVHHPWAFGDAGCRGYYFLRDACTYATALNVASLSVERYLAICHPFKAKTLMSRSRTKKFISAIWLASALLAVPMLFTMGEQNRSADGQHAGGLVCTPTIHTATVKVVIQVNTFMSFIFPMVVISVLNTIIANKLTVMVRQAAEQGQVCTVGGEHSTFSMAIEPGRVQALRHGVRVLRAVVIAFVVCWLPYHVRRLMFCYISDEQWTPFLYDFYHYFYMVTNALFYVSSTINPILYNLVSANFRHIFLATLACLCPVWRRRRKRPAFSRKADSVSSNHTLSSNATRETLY
Dengue-2 NS5 capping: Dengue-2 NS5 methyltransferase inhibitors, primary screen, biochemical, confirmation dose response (AID 588689); Dengue-2 NS5 methyltransferase capping enzyme assay, biochemical; higher % means a stronger effect; inhibition, % at 25 µM, or IC50 in µM where a hit was titrated; 340,000 compounds, 0.3% hits; in the data active means a potency from the dose series; inconclusive means inhibition above about 29% without an active follow-up result
NTR1 agonist cell count 20 µM: further read-out of NTR1 agonist, marked with its call; cell count; measured here: cell count, cytotoxicity flag
Dengue-2 NS5 capping pilot replicate: recorded beside Dengue-2 NS5 capping, whose call it bears; inhibition, %; measured here: pilot screen replicate inhibition
* = called active by the depositor; ? = inconclusive; · = no result given; & = joins results of further samples; ! = a repeat was not active; [ ] = dose if it differs, or a comment.

SMILES	UTI89 phage lysis	AID2073	RSV CPE inhibition	MgcRacGAP inhibition	Large T inhibition	Siah-1 displacement	West Nile antiviral	NTR1 agonist	NTR1 agonist cell count 20 µM	Dengue-2 NS5 capping	others
Cc1cccc(OCCC(=O)Nc2ccccc2C(N)=O)c1	0.2%	-5%	2.0%	6%	3%	0%	-0.6%	-1.4	42	-5%
CCCCN(CC)CCNc1c(NC2CCN(C(=O)OCC)CC2)c(=O)c1=O	-0.7%	-2%	1.0%	9%	4%	-1%	0.4%	-3.2	74	-4%
CCCCCCCCCCCC(=O)N1CC(=O)NC(=O)C1	·	-1%	4.8%	·	4%	-2%	0.4%	1.6	51	·
C[C@H]1CN([C@@H](C)CO)C(=O)Cc2cc(NC(=O)Cc3ccccc3)ccc2O[C@H]1CN(C)S(=O)(=O)c1cccs1	-1.1%	·	·	7%	·	·	·	-0.4	58	1%
Cc1onc(-c2ccccc2)c1C(=O)NCCc1ccc(S(N)(=O)=O)cc1	0.8%	-7%	-1.0%	3%	15%	0%	-0.4%	4.7	85	-6%
O=[N+]([O-])c1cc([N+](=O)[O-])c(Oc2ccc(F)cc2F)cc1NN1CCCCC1	0.6%	-9%	-0.9%	4%	6%	0%	-0.5%	3.4	94	-11%
Cc1ccccc1OCC(O)Cn1c(NCc2ccco2)nc2c1c(=O)n(C)c(=O)n2C (stereo not drawn)	-0.3%	0%	0.1%	4%	18%	-2%	0.5%	7.2	53	-7%
CCn1c(=O)cc(OCC(=O)NCCCN2CCC(C)CC2)c2ccccc21	0.3%	-19%	-1.5%	14%	14%	5%	?	0.4	92	-6%
CCOc1ccc2oc(-c3ccccc3)c(C(=O)N3CCN(C)CC3)c2c1	0.2%	24%	0.0%	6%	16%	0%	0.6%	2.9	77	3%	Dengue-2 NS5 capping pilot replicate=-2.1
Cc1csc(NC(=O)c2ccc(Cl)nc2)n1	0.3%	6%	0.2%	5%	29%	0%	0.1%	-0.3	92	4%
CC(=O)NCc1ccc(-c2csc(NC(=O)CCc3nc4ccccc4c(=O)[nH]3)n2)s1	3.6%	·	·	5%	·	·	·	-0.1	59	5%
COc1ccc(C(=O)CCC(=O)O)cc1	-5.6%	-3%	-0.5%	-5%	3%	-7%	0.3%	1.0	60	1%
C=CCC1c2cccc(C(=O)O)c2C(=O)N1c1ccc(F)cc1 (stereo not drawn)	0.9%	2%	2.1%	4%	2%	3%	0.2%	3.4	80	3%
Fc1ccccc1N1CCN(C2CCCN(Cc3ccccc3C(F)(F)F)C2)CC1 (stereo not drawn)	0.1%	0%	?	8%	6%	12%	0.0%	2.4	67	-4%
COc1ccc(C(=O)c2c[nH]c(C(=O)NCc3ccco3)c2)cc1	0.7%	-3%	0.9%	4%	0%	-3%	·	-1.1	43	-5%
COc1ccc(/C=C2/C(=O)N(c3ccccc3)N=C2C)cc1OC	2.2%	11%	0.6%	18%	17%	8%	-0.2%	-0.2	65	·
COc1cc2sc(-c3ccc(S(C)(=O)=O)cc3)c(C(=O)NCc3ccc(C)o3)c2cc1OC	0.3%	·	·	6%	·	·	·	-2.1	56	-8%
O=C(CNC(=O)c1ccccc1F)N/N=C/c1ccc2c(c1)OCO2	0.3%	3%	-0.1%	0%	6%	-3%	0.0%	0.0	32	-1%
CCCc1ccc(C2=Nn3c(nnc3C(C)C)SC2)cc1	-0.1%	-12%	22%	15%	8%	-1%	-0.8%	5.3	52	1%
O=C(COC(=O)c1ccc(S(=O)(=O)C(F)F)cc1)NC(=O)NC1CCCCC1	-0.2%[50 µM]	·	2.5%	1%	7%	·	·	-0.9	48	-4%

Molecules above with a COOH group (2):
SMILES	UTI89 phage lysis	AID2073	RSV CPE inhibition	MgcRacGAP inhibition	Large T inhibition	Siah-1 displacement	West Nile antiviral	NTR1 agonist	NTR1 agonist cell count 20 µM	Dengue-2 NS5 capping	others
COc1ccc(C(=O)CCC(=O)O)cc1	-5.6%	-3%	-0.5%	-5%	3%	-7%	0.3%	1.0	60	1%
C=CCC1c2cccc(C(=O)O)c2C(=O)N1c1ccc(F)cc1 (stereo not drawn)	0.9%	2%	2.1%	4%	2%	3%	0.2%	3.4	80	3%

The list goes on:
SMILES	UTI89 phage lysis	AID2073	RSV CPE inhibition	MgcRacGAP inhibition	Large T inhibition	Siah-1 displacement	West Nile antiviral	NTR1 agonist	NTR1 agonist cell count 20 µM	Dengue-2 NS5 capping	others
C=CCn1c(O)c(N=Nc2ccccc2)c2ccccc21	-0.6%	1%	-0.9%	12%	6%	-4%	-2.2%	4.6	62	-2%
CCOC(=O)C1=C(C)Nc2ncnn2C1c1cc(OC)ccc1OC (stereo not drawn)	0.0%	-5%	2.8%	5%	-1%	6%	-0.4%	0.5	50	-3%
CCC(C)(C)NC(=O)C(c1ccncc1)N(C(=O)Cn1nnc2ccccc21)c1cc2c(cc1C(C)=O)OCO2 (stereo not drawn)	0.1%	7%	0.4%	-3%	2%	6%	-0.7%	-1.5	48	-7%
O=C(NCc1cccs1)c1cc(-c2cccc(Cl)c2)on1	8.4%	-2%	-0.8%	8%	3%	0%	-0.8%	6.2	54	-2%
Cc1ccc(C(=O)N2CCN(S(=O)(=O)c3ccc(C)cc3)CC2)cc1	3.2%	-2%	0.2%	-10%	8%	5%	-0.7%	-0.3	47	-6%
COc1ccc(NC(=O)CS(=O)CC(=O)Nc2ccc(OC)c(OC)c2)cc1 (stereo not drawn)	-0.5%	2%	1.5%	-5%	3%	6%	-0.2%	-0.5	64	5%
CCc1[nH]nc(C(=O)N2CCCC(C(=O)c3cccc(OC(C)C)c3)C2)c1C (stereo not drawn)	-0.2%	19%	8.0%	-11%	8%	-2%	-0.6%	1.2	57	-15%
COc1ccc(CCNC(=O)c2cccnc2)cc1OC	2.0%	-1%	1.8%	9%	-1%	-3%	-0.4%	2.3	51	-2%
CC(C)(C)C(=O)Nc1ccc(/C=C/C(=O)c2ccco2)cc1	1.0%	26%	0.1%	3%	-7%	-4%	?	0.4	53	-20%
CC(=O)n1cc(/C=N/NC(=O)c2ccccc2Cl)c2ccccc21	0.2%	6%	4.6%	10%	9%	16%	-0.5%	8.4	67	-3%

The list goes on; the last 3 above are carried over.
SMILES	UTI89 phage lysis	AID2073	RSV CPE inhibition	MgcRacGAP inhibition	Large T inhibition	Siah-1 displacement	West Nile antiviral	NTR1 agonist	NTR1 agonist cell count 20 µM	Dengue-2 NS5 capping	others
COc1ccc(CCNC(=O)c2cccnc2)cc1OC	2.0%	-1%	1.8%	9%	-1%	-3%	-0.4%	2.3	51	-2%
CC(C)(C)C(=O)Nc1ccc(/C=C/C(=O)c2ccco2)cc1	1.0%	26%	0.1%	3%	-7%	-4%	?	0.4	53	-20%
CC(=O)n1cc(/C=N/NC(=O)c2ccccc2Cl)c2ccccc21	0.2%	6%	4.6%	10%	9%	16%	-0.5%	8.4	67	-3%
CCOc1ccc(NC(=S)Nc2cccc3cnccc23)cc1	-0.2%	27%	6.1%	11%	5%	75%	-0.8%	10	41	5%
COc1cc(OC)cc(C(=O)N2CCN(C3CCCCC3)CC2)c1	-0.1%	9%	-1.5%	20%	1%	5%	-1.1%	0.3	72	-5%	Dengue-2 NS5 capping pilot replicate=2.4
Cc1ccc(S(=O)(=O)NCCC(=O)Nc2ncccc2O)cc1C	1.3%[50 µM]	·	-1.3%	7%	24%	·	·	-1.7	49	1%
Cc1cc(C(=O)N/N=C2/CC(C)CC(C)(C)C2)c(C)o1 (stereo not drawn)	-0.9%	21%	2.0%	4%	9%	0%	-0.1%	1.4	34	-6%
Cc1nn(-c2ccccc2Cl)c(Cl)c1/C=C(\C#N)C(N)=O	2.9%	1%	19%	3%	6%	7%	-0.1%	10	43	-12%
O=C(CN1C(=O)NC2(CCCC2)C1=O)OCc1ccc(Cl)cc1Cl	1.0%[50 µM]	·	-1.6%	8%	1%	·	·	0.1	61	0%
O=C(Nc1ccc(OC(F)(F)F)cc1)c1cccc(-n2cnnn2)c1	0.4%[50 µM]	·	·	3%	·	·	·	6.2	57	-4%
Cc1cccc(NC(=O)CCCNC(=O)c2ccc(Cl)cc2)n1	0.0%	-2%	1.1%	5%	17%	0%	-0.1%	0.3	68	-7%
O=C(c1ccc(NS(=O)(=O)c2cccs2)cc1)N1CCN(c2ccccc2Cl)CC1	0.3%	0%	16%	-29%	4%	-5%	-0.5%	1.1	53	-7%
Cc1ccc(NC(=O)c2ccoc2C)cc1C	1.9%	6%	1.3%	0%	8%	-4%	0.3%	-0.3	37	-8%
CCOC(=O)c1cn(Cc2c(C)c(C)c(C)c(C)c2C)nn1	0.2%	0%	3.0%	5%	8%	1%	-1.0%	3.2	68	-5%
COc1cc([N+](=O)[O-])cc(/C=N/NC(=O)c2cncc(Br)c2)c1O	0.0%	-5%	2.7%	12%	12%	12%	-0.7%	0.7	67	-20%
CCN1CCN(C(=O)c2cc3nc(-c4ccccc4)cc(C(F)(F)F)n3n2)CC1	0.0%[50 µM]	3%	-0.1%	2%	2%	1%	-0.3%	-0.5	60	-3%
Cc1cccc(N2CCN(C(=O)Cc3c(C(=O)O)[nH]c4ccc(Cl)cc34)CC2)c1C	13%	7%	40%	6%	20%	-1%	0.9%	1.3	78	8%
COc1cc(N=c2ssnc2Cl)c(OC)cc1Cl	-12%&-0.4%	46%	2.1%&1.3%	14%&10%	-1%	-1%	-0.4%	3.0&0.0	69&71	>100µM*!
CC(C)n1nccc1N(Cc1ccc(Br)cc1)S(=O)(=O)c1ccccc1	-0.2%	31%	?	-5%	6%	4%	-0.1%	3.6	54	-9%
O=C(NCCO)c1ccc2nc(Cc3cccc(Cl)c3)oc2c1	0.1%	7%	0.7%	12%	28%	6%	-0.4%	0.3	65	-11%
CCCCNc1nc(CC(C)=O)ns1	0.0%	0%	1.6%	6%	0%	-2%	0.3%	0.5	104	6%
COc1ccc(CNC(=O)CN2CCN(S(=O)(=O)c3cccs3)CC2)cc1OC	-0.2%	-7%	1.4%	9%	-1%	1%	-0.6%	-1.4	47	2%
O=c1cc(COn2nnc3ccc(C(F)(F)F)cc32)nc2sccn12	0.4%	1%	1.1%	5%	-5%	0%	-0.2%	·	·	-6%
O=C1C2CCCN2C(c2ccc(F)cc2)N1c1cccc(Cl)c1 (stereo not drawn)	-2.9%	-1%	1.4%	-2%	-1%	3%	-0.4%	0.2	43	-10%
CN1CCC(NC(=O)Cc2c(F)cccc2Cl)CC1	-0.5%	-16%	-0.2%	-2%	12%	-3%	0.0%	-1.7	62	-3%
Cc1ccc(C(N)=S)c(C)c1	0.2%	·	2.4%	12%	6%	·	0.5%	0.5	54	5%
Cc1ccc(SCc2c(C(=O)N/N=C/c3ccoc3)nnn2-c2nonc2N)cc1	4.7%	7%	0.3%	10%	13%	5%	0.0%	3.9	60	5%
